# CHRM4 antagonist: blocks acetylcholine activation of human M4 receptor. P08173. CHO-hM4 cells, ACh EC80, Fluo-8 calcium fluorescence. inhibition, % at 3 µM. 360,000 tested, 0.73% active;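 active = inhibition above its plate's cutoff, the mean inhibition of sample wells plus 3 SD, cut at about 27% in these data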;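 also: 0% = acetylcholine EC80 with DMSO and 100% = DMSO without agonist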
# Target sequence (P08173 whole entry, looked up): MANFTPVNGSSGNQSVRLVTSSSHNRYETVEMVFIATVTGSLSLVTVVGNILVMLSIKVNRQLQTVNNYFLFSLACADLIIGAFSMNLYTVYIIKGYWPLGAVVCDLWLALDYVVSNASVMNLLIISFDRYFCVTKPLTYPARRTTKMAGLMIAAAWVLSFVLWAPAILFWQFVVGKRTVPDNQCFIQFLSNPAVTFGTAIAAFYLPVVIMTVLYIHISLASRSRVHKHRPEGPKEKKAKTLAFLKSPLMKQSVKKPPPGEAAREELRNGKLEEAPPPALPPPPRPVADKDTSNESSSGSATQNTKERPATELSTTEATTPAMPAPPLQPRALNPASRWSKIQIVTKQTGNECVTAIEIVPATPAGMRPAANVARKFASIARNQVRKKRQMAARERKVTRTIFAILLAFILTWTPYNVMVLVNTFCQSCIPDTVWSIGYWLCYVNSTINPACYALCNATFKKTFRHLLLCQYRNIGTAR
# M5 ag: CHRM5 agonism in calcium assay; P08912; CHO-K1 hM5 cells, Fluo-8 calcium fluorescence; 0% DMSO wells, 100% maximal acetylcholine response; activation, % at 3 µM; 360,000 tested, 0.19% active;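 active = activation above the run's mean over test compounds plus 3 SD, cut at about 23% in these data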;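 also: signal is peak over basal fluorescence ratio across the kinetic read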
# Target sequence (P08912 whole entry, looked up): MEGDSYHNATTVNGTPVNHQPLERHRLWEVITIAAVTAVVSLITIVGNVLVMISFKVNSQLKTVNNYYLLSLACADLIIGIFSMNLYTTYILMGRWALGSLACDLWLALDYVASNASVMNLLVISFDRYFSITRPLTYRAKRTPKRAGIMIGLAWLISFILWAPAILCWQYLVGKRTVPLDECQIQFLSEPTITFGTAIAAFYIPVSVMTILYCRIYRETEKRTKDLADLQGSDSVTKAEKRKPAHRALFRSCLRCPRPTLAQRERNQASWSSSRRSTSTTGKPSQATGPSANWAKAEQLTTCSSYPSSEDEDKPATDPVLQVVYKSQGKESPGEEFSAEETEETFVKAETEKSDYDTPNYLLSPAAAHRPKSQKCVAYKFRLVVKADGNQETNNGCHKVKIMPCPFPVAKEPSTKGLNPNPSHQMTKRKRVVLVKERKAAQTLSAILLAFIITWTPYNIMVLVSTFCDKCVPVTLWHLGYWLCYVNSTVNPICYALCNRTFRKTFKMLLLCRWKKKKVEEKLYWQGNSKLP
# M1 ag: activates human CHRM1 receptor. 360,000 tested, 0.33% active. activation, % at 3 µM. AID 588814. CHO-K1 hM1, Fluo-8 calcium fluorescence, agonist mode; 0% DMSO, 100% acetylcholine EC100;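 active = activation above the run's mean compound activation plus 3 SD, cut at about 16% in these data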;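 also: peak over basal fluorescence ratio within a 140 s kinetic read after compound addition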
# CHRM5 antagonist: CHRM5 antagonism in calcium assay. 360,000 tested, 0.59% active. CHO-hM5 cells, Fluo-8 calcium fluorescence, ACh EC80. inhibition, % at 3 µM. P08912;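 active = inhibition above a per-plate cutoff, the mean of that plate's test compounds plus 3 SD, cut at about 27% in these data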;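 also: 0% = acetylcholine EC80 with DMSO and 100% = DMSO without agonist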
# M4 ag: CHRM4 agonism in calcium assay; AID 624127; CHO-K1 hM4/Gqi5, Fluo-8 calcium fluorescence; vehicle 0%, full acetylcholine response 100%; P08173; 360,000 tested, 0.14% active; activation, % at 3 µM;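 active = activation above the run mean over all test wells plus 3 SD, cut at about 32% in these data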;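 also: peak over basal fluorescence ratio per well then scaled between controls; 0% = DMSO wells and 100% = acetylcholine at EC100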
# TAAR1 ag: human TAAR1 agonism; Q96RJ0; CHO RD-HGA16 TAAR1, Fluo-8 calcium fluorescence; vehicle wells 0%, saturating PEA agonist 100%; activation, % at 3 µM; 360,000 tested, 0.99% active; AID 624467;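 active = activation above the mean activation of all test compounds in the run plus 3 SD, cut at about 38% in these data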
#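 Repeats: no replicates (n 1) | Material: CHO-derived RD-HGA16 cells with stable Gα16 and human TAAR1 | Technique: Kinetic Fluo-8 calcium fluorescence | Schedule: 17-24 h seeding, 75 min 37 °C dye, 30 min RT | Evaluation: % activation from peak over basal fluorescence ratio, DMSO-to-PEA scaled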
# M5 PAM: CHRM5 positive allosteric modulation. P08912. CHO-K1 hM5, Fluo-8 calcium, ACh EC20 PAM; 0% = ACh EC20, 100% = ACh EC100. activation, % at 3 µM. 360,000 tested, 0.3% active;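 active = activation above the run cutoff, the mean activation of all test compounds plus 3 SD, cut at about 18% in these data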
#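 Test system: CHO-K1 hM5 cells / Doses: single-point, 3 µM nominal / Times: Post-acetylcholine fluorescence recording 140 s / Technique: Fluo-8 calcium fluorescence / Measure: Max/basal fluorescence ratio as % of EC20–EC100 ACh window / Benchmarks: low control EC20 acetylcholine (0%), high control EC100 acetylcholine (100%) / Replicates: one well per compound, no replicates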
# CHRM1 PAM: potentiates human M1 receptor response to acetylcholine; CHO-K1 hM1, Fluo-8 calcium fluorescence, ACh EC20; 0% = ACh EC20, 100% = maximal ACh; activation, % at 3 µM; 360,000 tested, 0.088% active; P11229; in the data active = activation above about 19%, passing the limit was not always enough
# M1 antag: blocks human M1 muscarinic receptor | P11229 | CHO-K1 hM1, Fluo-8 calcium fluorescence, ACh EC80 antagonist | inhibition, % at 3 µM | 360,000 tested, 1.3% active;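 active = percent inhibition above its own plate's cutoff, namely the mean of that plate's compound wells plus 3 SD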;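 also: peak over basal fluorescence ratio during 140 s after agonist addition; 0% = ACh EC80 plus DMSO and 100% = DMSO alone without agonist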
# * = called active by the depositor. The list is partial; the hit share may differ from the screen's.
# The first 2 entries as a preview:
molecule	CHRM4 antagonist	M5 ag	M1 ag	CHRM5 antagonist	M4 ag	TAAR1 ag	M5 PAM	CHRM1 PAM	M1 antag
O=C(NC1CCCCC1)N1CCN(CCc2ccccc2)CC1	9	-1	-9	-12	1	3	0	7	-5
Cn1c(=S)c2[nH]c(SCC3CCCO3)nc2n(C)c1=O (stereo unspecified)	4	4	0	-3	1	1	0	4	-13

# The whole of this part, previewed entries included:
molecule	CHRM4 antagonist	M5 ag	M1 ag	CHRM5 antagonist	M4 ag	TAAR1 ag	M5 PAM	CHRM1 PAM	M1 antag
O=C(NC1CCCCC1)N1CCN(CCc2ccccc2)CC1	9	-1	-9	-12	1	3	0	7	-5
Cn1c(=S)c2[nH]c(SCC3CCCO3)nc2n(C)c1=O (stereo unspecified)	4	4	0	-3	1	1	0	4	-13
C/C(=N/N1CCN(c2ccccn2)CC1)c1cccc([N+](=O)[O-])c1	3	-3	-8	0	1	1	-2	6	-6
CCOC(=O)CC1(c2ccc(OC)c(OC)c2)C(=O)c2ccccc2C1=O	-12	-3	-4	1	0	-1	3	8	-13
O=C(OCC(=O)N1CCCC1)c1cc2c(cc1[N+](=O)[O-])OCCO2	-6	-2	-3	5	0	11	2	4	-2
O=C(OCc1ccc(Br)cc1)c1cccc(S(=O)(=O)N2CCCC2)c1	-12	-3	-4	-2	3	2	-2	0	0
CCOC(=O)c1[nH]c2ccc(F)cc2c1NC(=O)CCN1CCSCC1	5	-11	-6	5	0	14	0	-4	-17
CC(C)(C)S(=O)(=O)c1cnc2c(-c3ccsc3)cnn2c1N	2	1	-4	7	2	0	13	0	3
Cc1csc(NC(=O)CSc2nnc(-c3ccoc3C)n2Cc2ccco2)n1	15	-1	0	5	2	5	-6	4	-21
O=[N+]([O-])c1ccc(/C=C/C2=NN(c3ccccc3)C(c3ccco3)C2)cc1 (stereo unspecified)	16	43*	19*	42*	15	80*	-13	-13	25*
O=c1oc(-c2ccccc2)c(-c2ccccc2)c2ccccc12	-3	-6	-2	6	-1	-1	-1	7	-3
O=Cc1c(OCc2ccccc2)ccc2ccccc12	-8	-3	-10	-2	-1	0	-3	19	-13
COC(=O)c1ccc(OC(=O)c2cccnc2SC)cc1	1	-3	-4	17	1	-1	-4	4	-9
Cc1ccc(C)c(NS(=O)(=O)c2cc(C(=O)Nc3ccccc3-c3ccccc3)ccc2Cl)c1	4	-1	7	4	1	8	-9	12	-9
O=C(NCC1CCCO1)c1cc(S(=O)(=O)N2CCCC2)c(Cl)cc1Cl (stereo unspecified)	-19	-1	-5	-4	3	6	9	4	-10
Cc1cccc(NC(=S)N(C)Cc2cn(C)c3ccccc23)c1	0	-4	-9	-2	-2	-1	-4	7	-9
O=C(c1c(Cl)nc2sccn12)N(C(=O)c1c(Cl)nc2sccn12)c1ccc(Cl)cn1	-2	-2	-6	11	1	1	-2	-4	12
CN(C)CCn1c2c(c(SCC(=O)Nc3cccc(C(F)(F)F)c3)nc1=O)CCCC2	-5	-5	-6	4	2	25	2	11	0
NC(=O)Cn1cc(/C=N\NS(=O)(=O)c2ccc(F)cc2)c2ccccc21	1	-4	-2	0	1	1	-2	6	-7
CCOC(=O)c1sc(=S)n(-c2ccccc2)c1C	2	-8	-7	16	6	3	-13	-11	8

# Five entries out of the list above, sorted by their value in CHRM4 antagonist, highest first.
Structure	CHRM4 antagonist
C/C(=N/N1CCN(c2ccccn2)CC1)c1cccc([N+](=O)[O-])c1	3
CC(C)(C)S(=O)(=O)c1cnc2c(-c3ccsc3)cnn2c1N	2
NC(=O)Cn1cc(/C=N\NS(=O)(=O)c2ccc(F)cc2)c2ccccc21	1
O=c1oc(-c2ccccc2)c(-c2ccccc2)c2ccccc12	-3
CN(C)CCn1c2c(c(SCC(=O)Nc3cccc(C(F)(F)F)c3)nc1=O)CCCC2	-5

# More structures.
molecule	CHRM4 antagonist	M5 ag	M1 ag	CHRM5 antagonist	M4 ag	TAAR1 ag	M5 PAM	CHRM1 PAM	M1 antag
CCCCCC(C)n1[nH]c(=O)cc1N (stereo unspecified)	-4	-3	-5	0	0	2	-2	6	-9
O=C(CSc1ccc2c(c1)OCCO2)Nc1cccc(S(=O)(=O)N2CCCCC2)c1	0	1	0	0	1	4	-1	3	3
C[C@H]1CN(Cc2ccccc2)C(=O)[C@@H]1CC(=O)Nc1ccccc1	-6	3	-2	-2	2	1	4	7	-10
O=C(CN1c2ccccc2Sc2ccccc21)NNC(=S)Nc1ccc(Cl)cc1Cl	-3	-1	-3	2	2	19	0	1	5
CCOC(=O)COc1cc(OCC(=O)OCC)c2c(=O)cc(-c3ccccc3)oc2c1	2	-3	-5	9	5	7	-5	-1	0
COc1ccccc1C/C(N)=N/OC(=O)COc1cccc(C)c1C	-11	-3	-4	-3	-1	-2	3	6	-8
CC(C)(C)OC(=O)N1Cc2ccccc2C[C@H]1C(=O)N1CCC[C@H]1C(=O)O	-4	3	-4	16	22	8	-12	-7	18
COc1ccc(CC(=O)OCC(=O)NCC2CCCO2)cc1OC (stereo unspecified)	0	2	-2	6	0	3	6	8	-3
Cc1cccc(OCC(=O)Nc2ccc3c(c2)OCCO3)c1	3	-5	-1	-2	2	9	4	-7	-11
O=S(=O)(NC1CC1)c1ccc(S(=O)(=O)N2CCC3(CC2)OCCO3)cc1	-8	5	-4	-4	1	4	3	9	-3
COc1ccc(OC)c(NC(=O)C2CCCN(S(=O)(=O)c3cccc4cccnc34)C2)c1 (stereo unspecified)	2	4	-2	4	20	12	-16	-16	14
Cc1cccc(NC2CNC(=O)NC2=O)c1 (stereo unspecified)	-1	3	-3	16	0	0	-1	1	8
O=C(N/N=C1\CCc2ccccc21)c1ccccc1O	3	-2	0	-1	1	3	0	4	4
CC1CCN(S(=O)(=O)c2cccc(C(=O)NCc3cccs3)c2)CC1	-2	3	-1	3	3	5	-7	4	-2
S=c1[nH]nc(-c2ccc(Cl)cc2)n1/N=C/c1ccco1	1	-2	-4	5	0	-1	3	-5	15
Cc1ccc(C)c(N2CCN(c3ccc([N+](=O)[O-])cn3)CC2)c1	-7	-3	-5	12	0	0	-6	4	-8
O=C(C1CCN(c2nc(-c3ccccc3)nc3c2CCC3)CC1)N1CCC(O)CC1	-12	-1	-3	-10	0	4	5	12	-9
CCOc1ccc2nc(NC(=O)NC3CCCCC3)sc2c1	5	-1	0	4	1	1	3	5	3
N#Cc1ccc(-c2cccnc2)nc1SCC(N)=O	-5	-4	-2	9	1	5	-9	7	-10
COc1ccccc1NC(=O)CN1CCN(CC(=O)Nc2ccc(F)cc2F)CC1	3	-3	-3	15	0	-2	-1	18	-16
C#CCN(C[C@@H]1[C@@H](OC(=O)NCC2CCCCC2)[C@@H](OC(=O)NCC2CCCCC2)Cn2c(=O)n(CCCCCC)c(=O)n21)S(=O)(=O)c1ccc(C)cc1	-12	1	-1	0	1	0	6	3	-14
Cc1ccc(C(c2nnnn2CC2CCCO2)N2CCN(Cc3ccccc3)CC2)cc1 (stereo unspecified)	3	-3	-11	8	1	4	-8	-4	7
Cc1ccccc1C(=O)NC(=S)NC1CCS(=O)(=O)C1 (stereo unspecified)	5	-1	-2	4	1	4	-3	12	-13
COC(=O)C1=C(C)N(Cc2ccccc2)C(=NCCCOC(C)C)N[C@H]1c1ccccc1	1	1	-3	-1	5	7	1	1	1
Cc1ccccc1N(CC(=O)Nc1ccc(F)cc1)S(C)(=O)=O	-3	0	-1	5	1	10	11	2	0
CCN(CC)C(=O)c1ccc(-c2cccs2)s1	-13	-4	-6	3	-1	-1	6	11	-17
Clc1ccc(CNCc2cccs2)c(Cl)c1	-20	-6	-7	-1	-1	3	-3	-3	-8
C=C(C)C1CC=C(C)/C(=N/NC(=O)COc2cccc3ccccc23)C1 (stereo unspecified)	1	1	-5	-5	0	0	-1	7	-2
O=C(Nc1c2c(nn1-c1ccc(F)cc1)CS(=O)(=O)C2)C12CC3CC(CC(C3)C1)C2	7	3	0	-1	1	12	2	12	-17
COCCn1c(SCc2cc(C(C)=O)ccc2OC)nc2cc(Cl)ccc2c1=O	12	-1	-5	-7	-1	-1	3	6	-4
Cn1c(=O)[nH]c(=O)c2c1nc(N1CCNCC1)n2Cc1ccccc1	6	-5	-10	6	1	3	6	7	-14
Cc1nc2nc(-c3ccccc3)[nH]n2c(=O)c1C	-5	1	1	-1	-1	18	1	8	-5
O=[N+]([O-])c1ccc(COc2ccc(CN3CCCCC3)cc2)cc1	-4	-2	-6	-4	6	5	-2	-16	14
CCN(CC1CCCN(CCc2cccc(OC)c2)C1)C(=O)c1ccc(COC)o1 (stereo unspecified)	14	-5	-7	-8	2	1	0	-10	15
CCNC(=O)C1CC(=O)N(Cc2ccc3c(c2)OCO3)C(=Nc2ccc(F)cc2)S1 (stereo unspecified)	2	-1	-3	1	1	7	-1	7	-3
COc1ccc(C)cc1NC(=O)C(Sc1nnc2ccccn12)c1ccccc1 (stereo unspecified)	9	-2	8	0	-1	0	0	3	-3
Cc1ccc(C(=O)NCC(C)(C)O)cc1	4	1	-2	-4	0	6	7	-3	15
COC(=O)CCCCCCCCC(O)C[N+]1(C)CCOCC1 (stereo unspecified)	9	-17	-9	-1	0	2	0	-6	10
CCc1ccccc1NC(=O)CNCC(=O)Nc1ccccc1CC	-11	-1	-3	0	3	4	-3	12	-11
CCOc1ccc(C(=O)N2CCN(c3cccc(C)c3C)CC2)cc1	-9	-5	-7	1	-3	1	-1	4	-16
O=C(CC1SC(=Nc2ccccc2)N(CCCCO)C1=O)NCc1ccccc1 (stereo unspecified)	4	-1	-1	-4	1	-3	-3	5	6
COCc1nnc(NC(=O)CS(=O)(=O)c2ccc(C)cc2)s1	-8	-1	0	4	2	-1	2	14	-8
Cc1ccc(-c2c3c(nc4sc(C(N)=O)c(N)c24)CCCC3)o1	2	0	-8	-2	1	3	1	2	5
CCCN(CCC(=O)Nc1cc(OC)cc(OC)c1)CC1CC1	-5	-7	-8	1	0	1	-1	-1	-18
Fc1ccc(CNC(=S)Nc2ccc(Cl)cc2Cl)cc1	13	0	-4	17	5	7	-17	-15	16
CN(C)/C=C/C(=O)/C=C/c1ccc(Cl)cc1	-4	1	-5	-1	1	0	5	7	4
Cc1cc(C(=O)c2ccc3ccccc3c2)c(C)o1	-6	-2	-3	9	0	0	-8	7	-9
COCC(=O)Nc1nc2n(n1)C(c1ccc(Cl)cc1)CC(c1ccc(OC)cc1)N2 (stereo unspecified)	4	1	-4	-3	2	3	3	5	-13
O=C1c2cccc3cc([N+](=O)[O-])cc(c23)C(=O)N1/N=C/c1ccc(O)cc1O	17	-6	-4	10	3	0	-1	-3	8
CCCCN=C1NC(=O)C(CC(=O)NCCc2ccc(OC)cc2)S1 (stereo unspecified)	3	1	-7	3	2	3	-3	8	-7
Cc1cccc(C)c1NC(=O)CN1C(=O)C2CC=CCC2C1=O (stereo unspecified)	7	2	-3	-6	1	1	-2	3	-2

# Source: PubChem (The Scripps Research Institute Molecular Screening Center)
